Compound activity: PubChem, National Center for Advancing Translational Sciences (NCATS)
ATXN2 expr inh = ATXN2 expression inhibition; Potency, µM (highest dose often 57 µM), inactives show top-dose activity change, negative = inhibition, most hits filed as inhibitors; HEK-293 ATXN2-luciferase reporter, luminescence, 24 h; 360,000 compounds, 0.72% hits; note: % is set by controls: 0 for no effect and ±100 for the full control effect; nearly all actives have a fitted effect of over 55% in size
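qHTS (up to 57 uM final) was run with 24 h compound exposure of reporter cells at 37 °C. Each well was multiplexed: SteadyGlo luminescence measured ATXN2-luciferase expression after a fluorogenic Gly-Phe-AFC viability readout (25 uM final).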
Nrf2 ARE act = activators of Nrf2 (ARE) signaling | AREc32 ARE-luciferase reporter (MCF7-derived line), luminescence, 24 h | Potency, µM (titrated, usually from 46.1 µM), inactives show top-dose activation, actives largely listed as activators | 410,000 compounds, 0.31% hits | AID 624171; note: % of control where 0% means no effect; nearly all actives have a fitted effect of over 65% in size
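Steps: seed AREc32_Fluc cells (1000/well, 5% FBS OPTI-MEM); incubate overnight at 37 deg C; add 23 nL compound; incubate 24 hr; add Steady-Glo; hold 30 min RT; read luminescence.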
HepG2 viability = counter-screen for TGF-b inhibitors: cytotoxicity in HepG2 cells; HepG2 CAGA-GFP viability, ATP luminescence, 18 h; Potency, µM (highest dose often 46.1 µM), for inactives: at the highest dose activity change, negative = cytotoxicity, actives largely listed as cytotoxic; 410,000 compounds, 0.76% hits; note: some results filed as inactive show a strong effect at the top dose
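CellTiter-Glo luminescence gave cytotoxicity after 18 hours at 37 degrees C. The cells were HepG2 CAGA-GFP in 1% FBS DMEM, stimulated with 500 pg/mL TGF-beta after compound addition. %Activity was normalised to no-cell wells (complete cell-killing) and DMSO (no toxicity), and curves were fitted and classified.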
A549 tox = kills or reduces viability of A549 cells in Nrf2 counter-screen | Potency, µM (highest dose often 46 µM), for the others: at the top dose activity change, negative = cytotoxicity, most hits filed as inhibitors | A549 ARE-Fluc cells, CellTiter-Fluor viability, 18-24 h | 390,000 compounds, 0.16% hits; note: % is set by controls: 0 for no effect and ±100 for the full control effect
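A549 ARE_Fluc cells in 5% FBS OPTI-MEM were exposed to compounds in concentration-response for 18-24 h at 37 deg C. Viability was read by CellTiter-Fluor fluorescence (Ex 405/Em 525) after 30 min, before the luciferase read.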
Nrf2 block = blocks Nrf2 signaling. A549 ARE-Fluc reporter, luciferase luminescence, 18-24 h. Potency, µM (top dose mostly 46 µM), for the others: top-dose activity change, negative = inhibition, actives largely listed as inhibitors. 360,000 compounds, 2.1% hits. AID 504444; note: % is set by controls: 0 for no effect and ±100 for the full control effect; nearly all actives have a fitted effect of over 60% in size
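A549 ARE_Fluc cells, 5000/well, 5% FBS OPTI-MEM; compounds in dose-response, 18-24 h at 37 °C/5% CO2; CellTiter-Fluor viability read (Ex 405/Em 525), then BugLite luciferase luminescence = Nrf2 activity.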
EPAC2 antagonist = blocks human EPAC2 exchange factor; EPAC2 GEF exchange of Rap1B-BODIPY-GDP, fluorescence; Potency, µM (doses to about 114 µM), for inactives: at the highest dose activity, negative = inhibition, usual class: inhibitors; 360,000 compounds, 0.18% hits; Q8WZA2; AID 720708; note: % is set by controls: 0 for no effect and ±100 for the full control effect; nearly all actives have a fitted effect of over 45% in size; many of its hits are not listed in these tables
Target sequence (Q8WZA2 whole entry, looked up): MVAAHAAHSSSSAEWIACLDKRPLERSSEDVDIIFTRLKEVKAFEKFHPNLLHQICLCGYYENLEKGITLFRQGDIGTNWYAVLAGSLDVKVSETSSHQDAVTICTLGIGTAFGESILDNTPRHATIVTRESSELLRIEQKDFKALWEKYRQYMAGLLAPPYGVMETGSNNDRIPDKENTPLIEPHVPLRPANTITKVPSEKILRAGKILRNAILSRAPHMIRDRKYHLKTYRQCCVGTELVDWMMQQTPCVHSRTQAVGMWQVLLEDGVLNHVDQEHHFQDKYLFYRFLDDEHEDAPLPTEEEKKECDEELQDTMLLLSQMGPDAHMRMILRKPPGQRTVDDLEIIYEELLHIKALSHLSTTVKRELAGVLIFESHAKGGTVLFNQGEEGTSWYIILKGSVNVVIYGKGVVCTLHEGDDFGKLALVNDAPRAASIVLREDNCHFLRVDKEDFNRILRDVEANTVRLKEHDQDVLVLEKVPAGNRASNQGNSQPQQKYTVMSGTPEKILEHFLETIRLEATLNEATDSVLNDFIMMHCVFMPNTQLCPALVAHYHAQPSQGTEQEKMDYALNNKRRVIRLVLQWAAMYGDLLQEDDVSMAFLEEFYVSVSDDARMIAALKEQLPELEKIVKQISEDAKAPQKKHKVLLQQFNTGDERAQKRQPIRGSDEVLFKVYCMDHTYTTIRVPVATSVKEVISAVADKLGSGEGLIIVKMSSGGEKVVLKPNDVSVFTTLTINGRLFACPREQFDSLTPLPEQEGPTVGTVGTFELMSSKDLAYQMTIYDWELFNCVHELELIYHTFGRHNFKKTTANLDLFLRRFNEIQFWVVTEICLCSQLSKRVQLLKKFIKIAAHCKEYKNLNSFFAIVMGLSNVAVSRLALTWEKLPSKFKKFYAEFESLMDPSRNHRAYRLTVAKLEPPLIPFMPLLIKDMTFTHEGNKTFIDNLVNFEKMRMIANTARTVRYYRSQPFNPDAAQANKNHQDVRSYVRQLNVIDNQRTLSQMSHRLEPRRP
MCF10A rereplic = induces DNA re-replication in MCF 10a normal breast cells. Potency, µM (titrated, usually from 46.1 µM), inactives show at the highest dose activity, positive = re-replication, most hits filed as activators. 350,000 compounds, 2.9% hits. MCF 10A DNA re-replication, Hoechst nuclear intensity, 48 h. AID 624296; note: % of control where 0% means no effect; nearly all actives have a fitted effect of over 50% in size
S2 tox = cell viability loss in ATXN counter-screen; S2 cells (HEK-293 line with an ATXN2-luciferase reporter) viability, CellTiter-Fluor protease fluorescence, 24 h; Potency, µM (top dose mostly 56.7 µM), usual class: cytotoxic; 400,000 compounds, 0.49% hits; AID 651635; note: nearly all actives have a fitted effect of over 40% in size
TGFb inhibitor = blocks TGF-b signaling; HepG2 CAGA-GFP TGF-b/SMAD3 reporter, GFP fluorescence, 18 h; TGF-beta stimulated, 500 pg/mL final; AID 588855; 410,000 compounds, 1.2% hits; Potency, µM (series often up to 46.1 µM), without a hit: at the top dose activity, negative = inhibition, actives largely listed as inhibitors; note: % is set by controls: 0 for no effect and ±100 for the full control effect; nearly all actives have a fitted effect of over 65% in size
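Per well, imaged GFP fluorescence of HEPG2 CAGA-GFP cells gives the signal; cells get compound, then TGF-beta (500 pg/mL final), 18 h at 37 degrees C; %Activity versus -TGF-beta and +DMSO controls.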
* = called active by the depositor; i = inactive; ? = inconclusive; nt = not tested or not shown; & = joins results of further samples; [ ] = dose if it differs, or a comment. Calls come from the whole dose curve; as a rule, active = well fitted curve in the direction sought with a large enough effect; inconclusive = small, poorly fitted or top-dose-only effect, or another doubt; inactive = no such curve, though single readings can be large; an effect the other way counts as inactive or inconclusive. Potency is the fitted concentration of half-maximal effect. A portion of the library (hit frequency here may not be typical).

A first look, 2 compounds:
SMILES	ATXN2 expr inh	Nrf2 ARE act	HepG2 viability	A549 tox	Nrf2 block	EPAC2 antagonist	MCF10A rereplic	S2 tox	TGFb inhibitor
COc1cccc(CNS(=O)(=O)c2cc(CN3C(=O)c4cccnc4C3=O)ccc2OC)c1	nt	-0.2%	19%	2%	-2%	-1%	3%	i	31%[activator]
O=C(NCCCN1CCOCC1)c1cc(-c2ccc(F)cc2)nc2ccccc12	4%	0.3%	5%	-2%	18%	-1%	-5%	i	2%

Results, from the start:
SMILES	ATXN2 expr inh	Nrf2 ARE act	HepG2 viability	A549 tox	Nrf2 block	EPAC2 antagonist	MCF10A rereplic	S2 tox	TGFb inhibitor
COc1cccc(CNS(=O)(=O)c2cc(CN3C(=O)c4cccnc4C3=O)ccc2OC)c1	nt	-0.2%	19%	2%	-2%	-1%	3%	i	31%[activator]
O=C(NCCCN1CCOCC1)c1cc(-c2ccc(F)cc2)nc2ccccc12	4%	0.3%	5%	-2%	18%	-1%	-5%	i	2%
Cc1cc(C)n2nc(C(=O)NCc3ccco3)nc2n1	-1%	7.0%	-12%	-2%	-10%	-1%	-5%	i	5%
Cc1cccc(N2CCN(C(=O)c3nn(C)c4c3CS(=O)(=O)c3ccccc3-4)CC2)c1C	?	0.3%&0.6%	-1%&-21%	0%&-2%	-30%&-4%	-29%	?	?	2%&-40%
CC(C)(C)NC(=O)CN(C(=O)CCC(=O)Nc1nccs1)c1ccccc1F	nt	-0.1%	3%	nt	nt	2%	nt	i	10%
Cc1ccccc1C(=O)N1CCC(N2CCN(Cc3ccc(F)cc3)C(=O)C2=O)CC1	-5%	0.2%	5%	20%	-64%	nt	nt	i	-17%
O=C(c1ccc(F)cc1)c1ccc(OCC(=O)N2CCOCC2)cc1	0%	0.5%	-6%	0%	1%	12%	16%	i	-9%
COC(=O)c1ccc(CSc2ccc3nnc(-c4ccc(OC)c(OC)c4)n3n2)o1	nt	0.4%	26%	3%	3%	-1%	-1%	i	6%
COc1cccc(-n2c(-c3ccco3)nc3c(cnn3-c3ccc(C)cc3)c2=O)c1	?	2.2%	-31%	-8%	?	nt	nt	i	-30%
CCCn1nnnc1NCc1cccc(OC)c1	22%	-0.5%	-2%	-1%	2%	8%	0%	i	-18%
C[C@H]1CN([C@@H](C)CO)C(=O)Cc2cc(NC(=O)CCC(F)(F)F)ccc2O[C@H]1CN(C)C(=O)Nc1ccc(F)cc1	2%	-1.0%	-2%	-5%	7%	0%	3%	i	-4%
CCCCCn1c(=O)[nH]c2cc(C(=O)NCCCN(CC)CC)ccc2c1=O	-9%	3.3%	-58%	9%	0%	-4%	?	i	25%
Cc1[nH]c2ccc(C(=O)N3CCN(Cc4ccccc4)CC3)cc2c1C	-9%	6.1%	2%	2%	-11%	-9%	1%	i	36%[activator]
Cc1cc(NC(=O)CCC(=O)N(Cc2ccco2)C2(C(=O)NC3CCCCC3)CCCC(C)C2)no1 (configuration not stated)	-8%	-0.5%	-21%	?	?	-6%	0%	?	0%
COc1ccc(-c2cc(C(=O)Nc3c(C(=O)c4ccc(C)c(F)c4)oc4ccccc34)no2)cc1	nt	6.8%	4%	2%	20%	nt	nt	nt	3%
O=C1NCC(O)=C1C=NCCCO	7%	-0.8%	2%	0%	1%	12%	?	i	-1%
CCOC(=O)C1=CNS(=O)(=O)NC1c1ccc(OC(C)=O)cc1 (configuration not stated)	-1%	-0.1%	-9%	2%	-2%	1%	-6%	i	-12%
O=C(CSc1nnc2ccccn12)Nc1cccc(S(=O)(=O)N2CCOCC2)c1	1%	0.1%	0%	0%	7%	-1%	-1%	i	-3%
O=C(NCc1ccco1)c1ccc2nc([C@@H]3O[C@H](CO)[C@H](O)[C@H](O)[C@H]3O)[nH]c2c1	1%	-0.1%	-33%	nt	nt	-4%	nt	i	-8%
CCOC(=O)CSc1nc2ccsc2c(=O)[nH]1	-8%	14%	-13%	0%	-9%	7%	1%	i	3%
Cc1ccc(N(C)C(=O)CCNC(=O)Cn2cnc3ccccc3c2=O)cc1C	5%	-0.5%	16%	2%	7%	1%	-5%	i	14%
COc1cc2c(c(OC)c1OC)-c1c(cc(OC)c(OC)c1OC)C[C@](C)(O)[C@@H](C)C2	4%	-0.5%	5%	-1%	4%	12%	1%	i	-19%
COc1ccc(/C=N/NC(=O)c2ccn[nH]2)cc1CSc1ccccn1	nt	9.5%	1%	-4%	2%	?	2%	i	0%
O=C(Nc1ccc(F)cc1)c1ccccc1S(=O)(=O)c1ccccc1[N+](=O)[O-]	-14%	3.0%	1%	0%	-2%	1%	-11%	i	?
Nc1ccn(-c2ccc(Cl)cc2)c(=O)c1	3%	-0.1%	-1%	2%	10%	0%	-1%	i	-7%
O=C(COC(=O)CCN1C(=O)c2ccccc2C1=O)Nc1ccc(S(=O)(=O)N2CCCC2)cc1	-5%	-1.0%	-12%	-12%	-4%	-1%	1%	i	14%
Cc1ccc(S(=O)(=O)N2CCN(Cc3cc(=O)n4ccccc4n3)CC2)c(C)c1	-22%	0.0%	-42%	13%	3%	7%	2%	i	-14%
COc1cc2[nH]c(=S)n(Cc3cccs3)c(=O)c2cc1OC	-3%	0.6%	19%	0%	8%	2%	2%	i	-1%
Cc1nc(CC(=O)Nc2ccc(C)c(C)c2)cs1	nt	4.4%	0%	0%	3%	nt	nt	nt	-1%
CCOc1ccccc1C(=O)Nc1ccc(S(=O)(=O)N2CCOCC2)cc1	-4%	2.4%	-27%	?	?	-1%	?	i	3%
COc1ccc(NC2=CC(=S)NC(C)(C)C2)cc1	nt	2.8%	0%	-18%	-6%	3%	-5%	i	-32%
COCCCNC(=S)N/N=C/c1ccc(N(C)C)cc1Cl	13%	0.3%	2%	-8%	-7%	1%	?	i	14%
CN1C(=O)/C(=C/c2cn(CC(=O)N3CCCCC3)c3ccccc23)NC1=S	-15%	3.1%	-5%	-17%	-12%	3%	-29%	i	-2%
CCOc1ccc(NS(=O)(=O)c2ccc(C(=O)NCCCN3CCCC3=O)cc2)cc1	-14%	-0.7%	-23%	-4%	-15%	-1%	?	i	-17%
COc1ccc(S(=O)(=O)n2cnc3cc(C)c(C)cc32)cc1	-9%	-0.2%	-7%	-6%	-23%	-1%	0%	i	-5%
CSc1nc(S(C)(=O)=O)nc2[nH]c(=O)[nH]c12	2%	5.1%	7%	3%	14%	18%	0%	i	0%
NC(=O)C1CCN(c2nc(-c3ccccc3N)cs2)CC1	24%	-0.5%	-9%	2%	11%	5%	15%	i	5%
COc1ccc(CCNC(=O)Cn2cc(C(=O)c3ccc(Cl)cc3)c(=O)c3ccc(C)nc32)cc1OC	-4%	-0.1%	-28%	-5%	16%	nt	nt	i	-2%
CCCCOP(=O)(OCCCC)C(O)c1ccc(N(C)C)cc1 (configuration not stated)	-7%	0.1%	-2%	-6%	6%	1%	11%	i	-2%
CC(C)CC(=O)NC(=S)Nc1ccc(N2CCCC2)c(Cl)c1	-5%	0.1%	-21%	1%	-4%	1%	9%	i	1%
Cc1ccc(C)c(OCCC(=O)OCC(=O)NC(=O)NC2CCCCC2)c1	-3%	-0.3%	-16%	-4%	1%	?	-3%	i	-9%
COc1ccccc1N1CCN(C(=O)c2ccc(Cl)c(S(=O)(=O)N3CCOCC3)c2)CC1	-3%	2.5%	-22%	3%	-1%	-9%	2%	i	?
COc1ccc(C2/C=C\CN(C(=O)OCc3ccccc3)CC(=O)N2Cc2ccc(F)cc2)cc1 (configuration not stated)	-5%	4.9%	-23%&-7%	-6%&-5%	?	-26%	2%	i	?
COc1ccc(-c2c(NC(C)=O)n(C)c3ccccc3c2=O)cc1	-1%	0.1%	-12%	5%	28%	-11%	1%	i	-1%
COCCn1c(C)cc(C(=O)COc2cccnc2[N+](=O)[O-])c1C	-1%[11.3 µM]	-0.7%	1%	-6%	?	-1%	?	?	2%
O=C(CSc1nc(-c2ccccc2)no1)N1CCN(c2ccccc2F)CC1	-14%	11%	-20%	-9%	?	nt	nt	?	?
CCc1cc(Cn2nc(-c3ccccc3)cc2C(=O)NCC2CC2)on1	2%	0.6%	-23%	15%	-13%	10%	0.15µM*	i	-5%
Cc1snnc1C(=O)NC(=S)Nc1ccccc1	-13%	-0.3%	-17%	4%	4%	-2%	0%	i	-10%
COc1ccc(CNC(=O)Cn2nc(C)c3nn(-c4ccc(Cl)cc4)c(C)c3c2=O)cc1	nt	-0.8%	-2%	4%	nt	nt	nt	nt	-13%
CCC(c1nnc(SCC(=O)Nc2ccc(N3CCOCC3)cc2)n1Cc1ccccc1)N(C)C (configuration not stated)	-9%	0.0%	-71%	15%	6%	-1%	12%	i	-2%
CSCC[C@@H](C(=O)NCCCCCCCCCCC(=O)N1CCNCC1)n1cc(CCO)nn1	-3%	0.1%	-38%	7%	6%	-6%	?	i	0%
Cc1cccc(NC(=O)COC(=O)c2ccc(S(=O)(=O)N3CCCCCC3)cc2)c1	-3%	-0.3%	-5%	-2%	12%	1%	17%	i	-8%
CCOC(=O)c1ccc(N2C(=O)c3[nH]nc(-c4ccc(OCC)cc4)c3C2c2cccs2)cc1 (configuration not stated)	?	5.5%	-20%	-21%	18µM*	nt	nt	?	?
CC(=O)N1CCc2ccc(S(=O)(=O)N3CCc4ccccc43)cc21	?	0.8%	-23%	0%	?	-5%	-1%	nt	-24%
Cc1ccc(S(=O)(=O)N2CCCOC2CNC(=O)C(=O)NCc2ccco2)cc1 (configuration not stated)	-2%	0.0%[9.22 µM]	11%	-4%	-11%	16%	11%	i	-2%
O=C(Nc1ccc(Cl)cc1C(F)(F)F)c1cc(S(=O)(=O)NCc2ccccc2)ccc1F	0%	3.7%	-59%	5%	nt	nt	nt	?	?
O=C(C1CCN(Cc2nc(Cc3cccc(F)c3)no2)CC1)N1CCOCC1	-19%	0.0%	7%	-2%	11%	0%	0%	i	6%
COc1cccc(Sc2ccccc2/C=N/NC(N)=O)c1	-1%	0.1%[9.22 µM]	2%	-12%	-18%	12%	?	?	1%
